# Source: PubChem BioAssay (National Center for Advancing Translational Sciences (NCATS))
# GLA spleen mod: qHTS Assay for Inhibitors and Activators of Human alpha-Galactosidase From Spleen Homogenate; Alpha-galactosidase A (Homo sapiens), P06280; Potency, µM (top dose mostly 80 µM), inactives show at the highest dose activity change, negative = inhibition, usual class: inhibitors; human spleen homogenate, 4MU-alpha-Gal fluorescence, 40 min; hit rate 0.008% among 240,000;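 note: 0% = enzyme with vehicle and -100% = no enzyme basal signal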
# Target sequence (P06280 32-429 limits assumed): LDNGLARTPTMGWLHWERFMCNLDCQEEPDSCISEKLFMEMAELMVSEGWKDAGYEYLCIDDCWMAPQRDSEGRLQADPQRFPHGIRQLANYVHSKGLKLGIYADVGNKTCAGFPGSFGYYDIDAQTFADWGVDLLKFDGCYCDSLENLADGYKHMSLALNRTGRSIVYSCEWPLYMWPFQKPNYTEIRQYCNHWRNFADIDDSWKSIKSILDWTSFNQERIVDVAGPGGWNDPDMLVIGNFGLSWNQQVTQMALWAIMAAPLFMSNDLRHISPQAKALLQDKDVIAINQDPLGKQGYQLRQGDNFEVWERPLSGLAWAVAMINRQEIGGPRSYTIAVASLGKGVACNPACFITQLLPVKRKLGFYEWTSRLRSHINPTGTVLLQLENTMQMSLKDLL
#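 Human spleen homogenate (1 ug) was the enzyme source, with 4-methylumbelliferyl-alpha-D-galactopyranoside (1 mM final) in pH 5.0 citrate buffer with 0.01% Tween-20. Compounds were titrated; after 40 min at 37C, NaOH/glycine stop, 4-MU fluorescence read; AC50 from Hill fits.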
# ALDH1A1 block: qHTS Assay for Inhibitors of Aldehyde Dehydrogenase 1 (ALDH1A1); Potency, µM (titrated, usually from 75.3 µM), inactives show at the highest dose activity, negative = inhibition, hits mostly inhibitors; Purified ALDH1A1, NADH fluorescence, propionaldehyde substrate; hit rate 7.3% among 220,000; Aldehyde dehydrogenase 1A1 (Homo sapiens), P00352; active = well fitted inhibition curve with a large enough effect, not every such curve was filed as active; inconclusive = small, poorly fitted or top-dose-only effect, or another doubt; inactive = no such curve, though single readings can be large or run the other way;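 note: plate controls were no enzyme wells and a reference inhibitor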
# Target sequence (P00352 whole entry, looked up): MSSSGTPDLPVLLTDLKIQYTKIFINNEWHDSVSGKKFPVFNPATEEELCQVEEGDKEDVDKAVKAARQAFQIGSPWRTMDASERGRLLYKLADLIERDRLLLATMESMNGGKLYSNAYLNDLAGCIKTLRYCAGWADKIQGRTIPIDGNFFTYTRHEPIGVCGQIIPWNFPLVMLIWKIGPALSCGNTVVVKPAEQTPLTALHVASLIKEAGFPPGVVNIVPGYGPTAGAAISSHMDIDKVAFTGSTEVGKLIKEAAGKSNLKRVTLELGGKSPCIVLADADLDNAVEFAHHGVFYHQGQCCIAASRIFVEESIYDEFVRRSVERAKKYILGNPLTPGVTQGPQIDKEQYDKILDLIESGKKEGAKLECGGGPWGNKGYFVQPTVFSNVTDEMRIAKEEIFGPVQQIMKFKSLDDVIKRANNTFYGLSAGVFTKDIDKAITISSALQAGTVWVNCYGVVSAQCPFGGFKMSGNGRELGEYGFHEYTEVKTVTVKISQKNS
# RGS12 GoLoco inh: qHTS Assay for Inhibitors of RGS12 GoLoco Motif Activity (Red Fluorophore); hit rate 0.44% among 230,000; Gai1:RGS12 GoLoco peptide FP, rhodamine, 10 min; Guanine nucleotide-binding protein G(i) subunit alpha-1 (Homo sapiens), P63096; Potency, µM (highest dose often 61.6 µM), for inactives: top-dose activity, negative = inhibition, usual class: inhibitors; AID 880, 2007; active = well fitted inhibition curve with a large enough effect, not every such curve was filed as active; inactive = no such curve, though single readings can be large or run the other way; note: % is set by controls: 0 for no effect and ±100 for the full control effect; nearly all actives have a fitted effect of over 30% in size; many of its hits are not listed in these tables
# KDM4E inh: qHTS Assay for Inhibitors of Human Jumonji Domain Containing 2E (JMJD2E). JMJD2E catalytic domain, FDH-coupled NADH fluorescence (FDH is formaldehyde dehydrogenase). Potency, µM (doses to about 57.1 µM), for inactives: at the highest dose activity change, negative = inhibition, actives largely listed as inhibitors. hit rate 1.6% among 230,000. AID 2147, 2009; active = well fitted inhibition curve with a large enough effect, not every such curve was filed as active; inconclusive = small, poorly fitted or top-dose-only effect, or another doubt; inactive = no such curve, though single readings can be large or run the other way;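 note: 0% = wells with enzyme and -100% = buffer wells without enzyme; nearly all actives have a fitted effect of over 50% in size; many of its hits are not listed in these tables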
# GAA inhib: qHTS Assay for Inhibitors of Human alpha-Glucosidase as a Potential Chaperone Treatment of Pompe Disease. Lysosomal alpha-glucosidase (Homo sapiens), P10253. purified human GAA, 4-MU-alpha-glucoside fluorescence. Potency, µM (titrated, usually from 76.9 µM), for inactives: at the highest dose activity change, negative = inhibition, hits mostly inhibitors. hit rate 0.005% among 200,000. AID 1466, 2008;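 note: plate controls were uninhibited enzyme wells for no effect and no-enzyme background for full effect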
#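 Activity normalized between no-enzyme (basal) and enzyme-only wells. Conditions: 4 nM human enzyme, 400 uM fluorogenic substrate, citrate/phosphate pH 5.0 with Tween-20, 20 min room temperature, compounds up to 77 uM.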
# aGlu spleen mod: qHTS Assay for Inhibitors and Activators of Human alpha-Glucosidase From Spleen Homogenate | Lysosomal alpha-glucosidase (Homo sapiens), P10253 | hit rate 0.006% among 240,000 | Potency, µM (top dose mostly 79.9 µM), inactives show at the highest dose activity change, negative = inhibition, actives largely listed as inhibitors | human spleen homogenate, 4-MU-alpha-glucoside fluorescence;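 note: 0% = enzyme with vehicle and -100% = no enzyme basal signal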
#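 Enzyme source: human spleen homogenate, 1 ug/well. Buffer 50 mM citric acid/K phosphate pH 5.0, 0.01% Tween-20. 4-MU-alpha-glucoside 1 mM; 37 C x 40 min; NaOH/glycine stop; fluorescence.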
# GAA glycogen: qHTS Assay for Inhibitors and Activators of Human alpha-Glucosidase Cleavage of Glycogen | hit rate 0.38% among 300,000 | recombinant GAA, glycogen substrate, Amplex Red glucose oxidase fluorescence | Potency, µM (top dose mostly 76.4 µM), without a hit: at the highest dose activity change, negative = inhibition, usual class: inhibitors;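 note: 0% = full enzyme reaction and -100% = no-enzyme basal signal; the screen sought inhibitors and activators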
#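 Recombinant human alpha-glucosidase (4 nM final) hydrolysed bovine liver glycogen (30 ug) for 40 min at 37 C in pH 5.0 citrate/phosphate with 0.01% Tween-20. Released glucose detected by glucose oxidase/Amplex Red, Ex 573/Em 610 nm. Compounds up to 77 uM; AC50 from Hill fits.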
# SMN2 splice up: qHTS Assay for Enhancers of SMN2 Splice Variant Expression; HEK293 SMN2-luciferase splicing reporter, luminescence, 30-36 h; Potency, µM (titrated, usually from 46.1 µM), for the others: top-dose activity change, positive = activation, hits mostly activators; hit rate 2.8% among 210,000; AID 1458, 2008; note: % of control where 0% means no effect; nearly all actives have a fitted effect of over 55% in size
#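 HEK293 cells carry an SMN2 […]–luciferase reporter in which exon 7 inclusion puts luciferase in frame. Cells were plated 10-12 h before compound addition, then incubated 30-36 h at 37C. ONE-Glo luminescence was read; sodium butyrate at 4.5 mM final served as control.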
# * hit, by the source's call; ? = inconclusive; · = not tested or not shown; [ ] = another dose, or the depositor's remark. Unless noted, calls come from the whole dose curve; as a rule, active = well fitted curve in the direction sought with a large enough effect; inconclusive = small, poorly fitted or top-dose-only effect, or another doubt; inactive = no such curve, though single readings can be large; an effect the other way counts as inactive or inconclusive. Potency is the fitted concentration of half-maximal effect. Not all compounds are listed; the hit share may differ from the screen's.
SMILES	GLA spleen mod	ALDH1A1 block	RGS12 GoLoco inh	KDM4E inh	GAA inhib	aGlu spleen mod	GAA glycogen	SMN2 splice up
CC(C)(C)NCC(O)COc1ccccc1C(C)(C)C (stereo unspecified)	11.8%	13.9%	3.5%	-0.1%	-10.5%	7.5%	-4.6%	-20.0%
COC(=O)c1ccccc1NC(=O)/C=C/c1ccco1	-8.1%	25.1µM*	12.6%	7.8%	0.6%	-4.1%	9.9%	14.7%
CC(C)C(=O)NC(C)C(c1cccs1)N1CCOCC1 (stereo unspecified)	-7.4%	7.4%	-8.6%	-13.1%	1.6%	-10.2%	2.9%	0.7%
CSc1ccc(/C=N/N2CCN(Cc3ccc(C)cc3C)CC2)cc1	-4.0%	6.4%	5.2%	-8.0%	-8.2%[15.4 µM]	4.3%	-2.7%	-21.5%
CC(=O)Nc1ccc(SC[C@H](CC(C)C)N2CCN(CC(C)C)CCC2=O)cc1	-0.5%	·	-2.7%	3.5%	·	-2.9%	12.1%	·
N#C/C(=C\c1ccc(F)cc1)c1n[nH]c(Cn2cncn2)n1	-6.2%	3.3%	6.6%	-2.9%	-6.3%	0.5%	1.5%	?
COc1ccc(C)cc1NC(=O)c1cnc2scc(C)n2c1=O	3.2%	?	-1.9%	?	4.4%	6.4%	3.6%	13.6%
O=C(Nc1ccccc1)N1CCC2(CC1)CCN(C(=O)c1ccncc1)CC2	5.5%	3.4%	3.7%	·	·	-7.1%	·	4.6%
O=C(NN=C1C2CC3CC1CC(Cl)(C3)C2)c1ccccn1	7.7%	?	0.0%	11.4%	1.8%	15.1%	-26.4%	-3.3%
CC(=O)NC(=C(Cl)Cl)S(=O)(=O)c1ccccc1	4.3%	-4.8%	-1.6%	2.6%	0.7%	·	4.2%	-86.7%[inhibitor]
Cc1nnsc1SCCNC(=O)Nc1ccc(Cl)cc1	6.6%	-3.9%	18.2%	-8.4%	-1.9%	-4.5%	13.3%	17.9%
COc1ccccc1N1CCN(C(=O)CN(c2ccccc2OC)S(=O)(=O)c2ccccc2)CC1	-1.4%	1.7%	-9.6%	-4.3%	-9.6%	-5.8%	-15.4%	16.5%
O=C(O)C1CC=CCC1C(=O)N1CCCC1 (stereo unspecified)	-7.9%	6.5%	·	2.8%	-0.1%	1.9%	15.3%	·
COc1cccc2c(O)cc(=O)n(C)c12	-4.2%	-12.9%	7.6%	-12.1%	-5.4%	-13.4%	3.1%	-5.9%
CCc1ccc(-c2c(C)sc(NC(=O)C3CCC3)c2C#N)cc1	-27.2%	-21.6%	4.9%	2.6%	1.7%	-4.0%	0.7%	-6.7%
O=C(Cc1ccccc1)NC1CCS(=O)(=O)C1 (stereo unspecified)	1.0%	6.1%	-7.9%	0.0%	3.5%	-0.9%	7.3%	1.6%
COc1ccc(NC(=O)CCN2C(=O)C3C4C=CC(C4)C3C2=O)cc1 (stereo unspecified)	-4.0%	-14.9%	12.7%	10.3%	5.4%	-3.2%	20.4%	9.5%
Cc1cccc(NC(=O)CCCN2C(=O)c3ccccc3C2=O)n1	0.1%	-0.6%	5.8%	1.8%	1.6%	-5.3%	5.9%	-4.5%
Cc1ccc(NC(=O)Cc2nnc(N)s2)cc1	12.0%	-3.0%	2.6%	-2.2%	-4.0%[15.4 µM]	-6.7%	4.5%	·
COc1cc(OC)c2cc(-c3ccncc3)cnc2c1	28.6%	?	19.5%	?	·	3.7%	·	·
Brc1ccc2c(c1)OCCOCCOCCOCCOCCOCCO2	-3.7%	14.6%	-4.5%	0.1%	-0.6%	-14.1%	4.5%	-18.1%
Cn1c(=O)c2c(nc(NCc3ccc4c(c3)OCO4)n2Cc2ccc(F)cc2)n(C)c1=O	-7.8%	?	16.2%	-6.9%	-2.9%	1.1%	1.1%	-77.7%[inhibitor]
CCC(CO)N=C1CC(C)(C)CC(=O)/C1=C(/O)CCCN1C(=O)c2ccccc2C1=O (stereo unspecified)	-0.6%	-2.8%	79.4%[activator]	-7.7%	2.2%	1.5%	9.5%	-13.1%
COc1ccccc1-n1c(SCC(=O)Nc2cccc(S(N)(=O)=O)c2)nc2ccccc2c1=O	6.0%	-10.4%	-0.2%	-0.3%	0.7%	3.8%	-10.6%	25.1%
COc1cccc(C(=O)N/N=C/C(Br)=C/c2ccccc2)c1	-7.0%	15.2%	6.8%	2.0%	10.2%	-14.0%	-3.2%	22.7%
O=C(O)CCC(=O)NNc1nc2ccccc2nc1-c1ccccc1	6.5%	5.3%	-8.5%	?	3.4%	0.9%	-27.9%	·
Oc1[nH]c2ccccc2c1C=Nc1ccc2c(c1)OCO2	-3.0%	?	-7.3%	-6.1%	-4.7%	-11.3%	?	0.891µM*
CCOCCCNC(=O)N1CCOCC1	3.3%	3.2%	-7.6%	-3.8%	-1.8%	-0.8%	0.6%	5.8%
C=C1C[C@]23C[C@@]1(O)CC[C@H]2[C@@]12C=C[C@H](O)[C@@](C)(C(=O)O1)[C@H]2[C@@H]3C(=O)O	12.1%	-0.9%	6.1%	·	·	9.0%	·	6.6%
CC1(C)CC(=O)C(C(C#Cc2ccccc2)C2=C(O)CC(C)(C)CC2=O)=C(O)C1	11.8%	6.31µM*	-6.2%	-13.9%	-5.0%	2.8%	1.6%	-6.7%

SMILES	GLA spleen mod	ALDH1A1 block	RGS12 GoLoco inh	KDM4E inh	GAA inhib	aGlu spleen mod	GAA glycogen	SMN2 splice up
Cc1nc(NC2CCCCC2)c2nc(-c3ccccc3)n(CCN(C)C)c2n1	0.8%	?	7.7%	?	·	9.4%	·	-17.1%
Cn1cc(C(=O)c2ccc(Cl)cc2Cl)cc1C=O	4.8%	3.6%	7.4%	1.8%	9.9%	0.3%	-6.2%	-1.5%
CCN1CCN(Cc2ccc(NC(=O)c3ccc(C)c(NC(=O)c4csc(-c5ccncc5)n4)c3)cc2C(F)(F)F)CC1	17.0%	·	-0.8%	8.1%	·	7.5%	11.5%	·
Cc1cc(C(=O)COC(=O)c2ccc3c(c2)OCO3)c(C)n1Cc1cccs1	-20.6%	-7.6%	10.8%	-3.8%	-4.7%	-11.9%	-7.2%	18.8%
O=C(CN(C(=O)c1csnn1)c1ccc(F)cc1)NCc1ccc(F)cc1	2.7%	-7.5%	-1.7%	-9.8%	9.0%	3.1%	3.9%	·
Cc1ccc(C)c(Cn2nnc3c(=O)[nH]c(C4CCN(C(=O)c5cccs5)CC4)nc32)c1	-14.1%	-15.2%	-10.5%	9.2%	-10.2%	-4.7%	-3.2%	18.5%
Cc1cc(C)nc(SCc2ccc(F)cc2)n1	-0.8%	-1.8%	6.7%	-0.2%	?	-1.4%	20.8%	·
CC(C)OCCCNC(=S)Nc1ccc(S(N)(=O)=O)cc1	-0.5%	0.9%	-18.4%	-1.4%	-1.0%	-4.8%	3.5%	-19.6%
CCOc1ccc(N(CC)C(=O)COc2cc(=O)n(CC)c3ccccc23)cc1	2.8%	-15.5%	2.1%	-0.5%	0.0%	-2.1%	-3.8%	?
CC(CCc1ccccc1)NC(=O)c1ccncc1 (stereo unspecified)	5.9%	5.8%	-1.1%	0.7%	-0.1%	-1.0%	5.2%	-0.2%
CN(CCC1CCCCO1)C(=O)CCc1nnc(C2CCCCC2)o1 (stereo unspecified)	-1.5%	-6.4%	0.7%	-6.9%	-9.5%	-0.2%	2.3%	·
CC1=NN(C(=O)CCCc2ccccc2)C(O)(C(F)(F)F)C1 (stereo unspecified)	-2.3%	0.4%	4.2%	3.4%	6.8%	0.3%	4.2%	·
CCOc1ccccc1C(=O)n1nc(C)cc1C	-16.5%	3.2%	-15.8%	?	0.2%	0.1%	28.7%	-22.0%
NC(=O)c1cccc(CC(=O)c2ccccc2)c1	-4.4%	·	-8.8%	-3.0%	·	0.9%	-3.1%	·
Cc1[nH]c2ccccc2c1C(=O)CSc1ccccc1	-7.1%	-8.2%	-7.7%	-4.1%	?	-10.5%	13.7%	19.0%
COc1cc(NS(C)(=O)=O)ccc1Nc1c2ccccc2nc2ccccc12	?	?	-11.4%	?	·	15.3%	·	-77.4%[inhibitor]
O=C(CN1CCC(c2nc3ccccc3s2)CC1)NCc1cccs1	-0.1%	6.31µM*	10.6%	-5.9%	-9.8%	-9.5%	0.0%	-87.5%[inhibitor]
O=C(Nc1nn[nH]n1)c1ccc(S(=O)(=O)N2CCCCC2)cc1	4.3%	5.3%	1.6%	-2.3%	-2.9%	4.0%	7.8%	2.7%
Cc1cccn2c(=O)c3cc(C(=O)NCc4ccco4)c(=N)n(C(C)C)c3nc12	?	?	5.8%	?	?	15.3%	5.7%	18.3%
CCC(C)NC(=O)NC1C(NC(=O)NC(C)CC)N(C)C(=O)N1C (stereo unspecified)	2.3%	-5.5%	·	58.5%[activator]	-1.4%	3.0%	4.1%	·
O=C(N/N=C/C(Br)=C\c1ccccc1)c1ccco1	-0.7%	·	15.5%	-5.6%	·	3.3%	-4.2%	·

# 2 records drawn at random from the list so far:
SMILES	GLA spleen mod	ALDH1A1 block	RGS12 GoLoco inh	KDM4E inh	GAA inhib	aGlu spleen mod	GAA glycogen	SMN2 splice up
CC(C)OCCCNC(=S)Nc1ccc(S(N)(=O)=O)cc1	-0.5%	0.9%	-18.4%	-1.4%	-1.0%	-4.8%	3.5%	-19.6%
Cn1cc(C(=O)c2ccc(Cl)cc2Cl)cc1C=O	4.8%	3.6%	7.4%	1.8%	9.9%	0.3%	-6.2%	-1.5%
